From PubChem
NCOA3 inh = human NCOA3 inhibition | inhibition, % at 3.6 µM | HEK293 GAL4-SRC3 luciferase reporter, luminescence | Q9Y6Q9 | 0.17% of 360,000 active;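 active means inhibition above a per-campaign cutoff, the mean of all compounds plus 3 SD, cut at about 60% in these data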;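 further: 0% = DMSO-treated cells and 100% = gossypol-treated cells at 36 µM; higher means less SRC3-driven luciferase light from the GAL4 reporter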
Target sequence (Q9Y6Q9 whole entry, looked up, the tested form may be a part): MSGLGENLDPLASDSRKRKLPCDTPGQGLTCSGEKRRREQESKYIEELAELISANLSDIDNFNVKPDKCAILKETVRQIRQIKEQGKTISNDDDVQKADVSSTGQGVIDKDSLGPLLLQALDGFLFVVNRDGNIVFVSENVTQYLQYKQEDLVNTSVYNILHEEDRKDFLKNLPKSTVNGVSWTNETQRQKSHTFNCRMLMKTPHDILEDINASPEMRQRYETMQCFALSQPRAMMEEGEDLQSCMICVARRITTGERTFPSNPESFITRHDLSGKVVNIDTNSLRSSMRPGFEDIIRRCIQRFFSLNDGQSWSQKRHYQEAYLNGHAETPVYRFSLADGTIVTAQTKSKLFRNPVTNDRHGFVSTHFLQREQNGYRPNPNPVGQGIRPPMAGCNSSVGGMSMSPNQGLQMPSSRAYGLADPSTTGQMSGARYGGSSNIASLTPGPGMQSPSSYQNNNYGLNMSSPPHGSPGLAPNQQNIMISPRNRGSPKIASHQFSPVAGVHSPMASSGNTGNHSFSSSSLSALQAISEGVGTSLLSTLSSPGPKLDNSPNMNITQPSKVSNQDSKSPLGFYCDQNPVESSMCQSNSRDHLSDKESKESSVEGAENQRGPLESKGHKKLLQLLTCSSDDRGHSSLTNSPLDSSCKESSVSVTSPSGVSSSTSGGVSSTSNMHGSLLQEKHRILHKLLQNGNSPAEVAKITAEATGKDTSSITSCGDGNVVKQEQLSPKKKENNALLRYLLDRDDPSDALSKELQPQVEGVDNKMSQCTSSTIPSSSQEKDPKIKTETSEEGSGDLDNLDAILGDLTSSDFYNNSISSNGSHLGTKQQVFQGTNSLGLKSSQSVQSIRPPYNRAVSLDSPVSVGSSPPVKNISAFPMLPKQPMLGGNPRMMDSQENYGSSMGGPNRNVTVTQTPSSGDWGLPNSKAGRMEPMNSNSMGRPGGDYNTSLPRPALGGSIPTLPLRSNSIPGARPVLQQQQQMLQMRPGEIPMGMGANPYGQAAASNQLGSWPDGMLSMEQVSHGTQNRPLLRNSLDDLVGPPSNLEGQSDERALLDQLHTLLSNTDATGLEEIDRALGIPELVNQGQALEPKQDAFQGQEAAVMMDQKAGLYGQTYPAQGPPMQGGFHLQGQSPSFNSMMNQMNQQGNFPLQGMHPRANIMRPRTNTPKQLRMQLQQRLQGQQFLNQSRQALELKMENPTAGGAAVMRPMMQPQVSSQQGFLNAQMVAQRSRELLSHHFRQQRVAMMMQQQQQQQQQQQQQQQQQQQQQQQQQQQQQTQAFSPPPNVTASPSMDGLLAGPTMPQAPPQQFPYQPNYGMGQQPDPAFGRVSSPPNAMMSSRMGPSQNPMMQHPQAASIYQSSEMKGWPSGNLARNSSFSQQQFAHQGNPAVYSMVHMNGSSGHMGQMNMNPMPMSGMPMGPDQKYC
TLR9-MyD88 block = blocks human TLR9 binding to MyD88; Q9NR96+Q99836; 0.21% of 340,000 active; inhibition, % at 4.98 µM; CHO BLA complementation TLR9-MyD88, CCF4 FRET ratio;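 active means inhibition above the mean over all tested compounds plus 3 SD, cut at about 21% in these data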;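 further: 0% = DMSO only wells and 100% = clavulanate BLA inhibitor control wells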
Vif imaging = inhibitors of HIV Vif | 0.35% of 340,000 active | inhibition, % at 7.49 µM | HEK293T cells, Vif self-association by quenched fluorescence, imaging, 24 h | AID 602346; in the data active means inhibition above about 50%, passing the limit was not always enough; inconclusive means no clear call, values can overlap the other calls; inactive means below about 31%; further: some results filed as inactive read as strong as hits
EBV LMP1 NFkB = inhibitors of Epstein-Barr LMP1-induced NF-kappaB reporter | 0.69% of 350,000 active | LMP1-induced NF-kappaB luciferase reporter cells, luminescence | AID 504558 | inhibition, % at 12.5 µM; in the data active means inhibition above about 41%; inconclusive means no clear call, values can overlap the other calls;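 further: 0% = neutral control wells and 100% = reference inhibitor control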
NCOA1 inh = inhibits human SRC1 coactivator; HEK293 GAL4-SRC1 luciferase reporter, luminescence; Q15788; 0.12% of 360,000 active; inhibition, % at 3.6 µM;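 active means inhibition above the campaign mean plus 3 SD, with each screening campaign given its own cutoff, cut at about 60% in these data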;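 further: 0% = DMSO treated cells and 100% = gossypol at 36 µM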
TRAIL sens C8 = sensitizes caspase-8 expressing cells to TRAIL; NB7+C8 cells + TRAIL, ATPlite viability luminescence; inhibition (viability loss, TRAIL sensitization), % at 10 µM; 1% of 360,000 active; AID 624354;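 active means compounds causing at least 50% loss of cell viability in the single-dose screen, relative to plate controls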
TROY NFkB inh = TROY signaling inhibition; 0.98% of 360,000 active; Q293 LMP1-TROYcd NF-kB luciferase reporter, 4 h; AID 1347056; inhibition, % at 10 µM;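 active means compounds whose plate-normalised and pattern-corrected inhibition of the luciferase reporter signal at the single screening dose is 50% or more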
NOD2 RIPK2 PPI = inhibitors of human NOD2-RIPK2 interaction. AID 624267. 0.38% of 360,000 active. CHO BLA complementation NOD2-RIPK2, CCF4 ratio. inhibition, % at 4.98 µM; in the data active means inhibition above about 21%;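 further: 0% = vehicle only and 100% = reference blocker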
COUP-TFII inh = inhibitors of human COUP-TFII (NR2F2); P24468; HEK293T NGFI-A luciferase reporter, luminescence; inhibition, % at 8.6 µM; 0.7% of 370,000 active; AID 686940;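 active means inhibition above a per-plate cutoff, mean inhibition of test wells between control levels plus 3 SD, cut at about 38% in these data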;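 further: cells cotransfected with COUP-TFII expression vector driving the NGFI-A reporter; 0% = median of COUP-TF2 test wells and 100% = reporter-only cells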
SRC2 inh = human SRC2 (NCOA2) inhibition. Q15596. AID 651957. inhibition, % at 9 µM. 0.17% of 370,000 active. HEK293 GAL4-SRC2 luciferase reporter, luminescence;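 active means inhibition above the mean inhibition of all tested compounds plus 3 SD, set per campaign, cut at about 52% in these data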;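 further: 0% = DMSO treated cells and 100% = cells given Gossypol at 36 µM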
LRH-1 inv ag = suppresses constitutive activity of human LRH-1; inhibition, % at 3.6 µM; 0.13% of 360,000 active; O00482; HEK293T StAR-luciferase reporter, LRH-1 transfected, 24 h;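 active means inhibition above the mean inhibition of all tested compounds plus 3 SD, cut at about 73% in these data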;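 further: 0% = DMSO wells and 100% = reporter-only cells lacking LRH-1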
* marks the source's active call; other numbers are inactive results; ? = inconclusive; · = no result given. The list is partial, so the mix of outcomes need not match the whole.

compound	NCOA3 inh	TLR9-MyD88 block	Vif imaging	EBV LMP1 NFkB	NCOA1 inh	TRAIL sens C8	TROY NFkB inh	NOD2 RIPK2 PPI	COUP-TFII inh	SRC2 inh	LRH-1 inv ag
CN=CC1=C(O)C(C(=O)OC)C(C)(C)CC1=O (centres undefined)	3	-14	-4	1	-2	-4	-7	-9	-6	5	-9
COc1ccc(N(CC(=O)N2CCc3ccccc32)S(=O)(=O)c2c(C)n[nH]c2C)cc1	-21	1	-1	-9	6	-3	-15	-5	-3	-5	5
CCCCN1C(=O)NC(NS(=O)(=O)c2ccc(N)cc2)(C(F)(F)F)C1=O (centres undefined)	14	-8	17	4	-15	5	-2	-1	0	5	4
COc1ccc(C(c2c[nH]c3ccccc23)c2c[nH]c3ccccc23)cc1O	4	2	5	-6	6	-10	-18	-6	-19	-4	10
CN1/C(=C/C=N/n2cnnc2)C(C)(C)c2ccccc21	-2	-7	14	9	-1	-4	17	-11	6	-8	18
O=C(NCc1ccc(Cl)c(Cl)c1)c1cc(C2CCCCN2C(=O)c2cccs2)on1 (centres undefined)	-1	·	5	·	6	7	14	-9	20	19	12
COc1ccc(-n2cc(CN(C)CCO)c(-c3cccc(F)c3)n2)cc1	-1	11	-12	-4	-10	0	-12	-15	4	-19	-18
Cc1cccc(N2CCN(C(=O)c3oc4ccc(Br)cc4c3C)CC2)c1C	-9	-2	5	1	3	-1	-17	-3	-17	-13	-15
Cc1nn(-c2ccccc2)c2nc(N)c(C#N)c(-c3ccc(C(C)(C)C)cc3)c12	0	-8	1	-7	0	-9	5	0	-10	-34	17
CN(C(=O)c1cccc(NC(=O)Cc2ccc(NC(=O)C3CCN(C(=O)c4ccccc4)CC3)cc2)c1)C1CCCC1	-3	-1	1	-10	11	13	9	10	-13	8	12
COc1ccc(S(N)(=O)=O)cc1C(=O)OCCCOC(=O)c1cc(S(N)(=O)=O)ccc1OC	-25	5	5	-1	-17	-9	3	-5	-7	26	-10
COc1ccc(NC(=O)CN2C(=O)/C(=C3\SC(=S)N(C4CCS(=O)(=O)C4)C3=O)c3ccccc32)cc1 (centres undefined)	-5	·	6	·	-12	10	7	-12	5	-23	-2
Cc1ccc2oc(=O)n(CCOc3ccccc3C)c2c1	6	5	-3	-3	16	-7	0	-10	2	5	-1
CCC(C)(C)NC(=O)c1cc(OC)c(OC)cc1[N+](=O)[O-]	14	6	-34	5	-14	-4	-16	4	1	-7	-9
Cc1cnc(C(=O)OCC(=O)Nc2cccc3ccccc23)cn1	18	-4	-2	0	-13	-9	-2	-7	-10	11	-12
CCN(CC)CCNC(=O)C(=O)Nc1cc2c3c(c1)CC(=O)N3CCC2	9	2	-9	3	5	-13	-25	-11	-3	18	-6
CN(CC(=O)Nc1cccc(F)c1)C(=O)CCc1nc2sc3c(c2c(=O)[nH]1)CCCC3	-2	-4	-8	-5	-18	-2	-5	-16	2	14	-21
Cc1oc2c(CN3CCCC3)c(O)ccc2c(=O)c1Oc1ccccc1Br	2	-5	0	-17	-39	7	13	2	-14	8	2
NC(=O)NCc1cccs1	10	-14	0	-3	-2	-2	-1	2	10	-7	-10
O=C(CSc1ccc2ccccc2n1)N/N=C/c1ccccc1O	-3	-6	-17	13	0	2	7	11	14	7	-10
N/C(=N\OC(=O)CC1CCCCC1)c1ccc(Cl)cc1	12	0	2	-1	-9	-2	-75	2	-12	1	8
CN(C)C(=O)COc1ccc2cc(-c3ccccc3)c(=O)oc2c1	-49	-3	5	-17	-66	4	-64	-9	-30	-75	-26
O=C1CC(c2ccc(F)cc2)CC(O)=C1C=NCCN1CCN(C(=O)Nc2ccccc2)CC1 (centres undefined)	5	-2	-5	-6	6	13	-3	-4	-7	-5	0
O=c1[nH]c2ccc(NC(=S)Nc3ccc(Cl)cc3Cl)cc2[nH]1	-6	-13	13	-8	3	1	17	-15	-1	-6	-21
Cc1ccsc1C(=O)N1CCCC(N2CCN(c3cccc(Cl)c3)CC2)C1 (centres undefined)	4	-10	-10	0	-8	8	-12	-2	1	5	-9
CCOC(=O)N1CCN(C(=O)CSc2nnc(-c3cc(OC)cc(OC)c3)o2)CC1	19	-2	-8	-1	4	-3	-19	-8	-14	-9	-5
COc1ccc(OC)c(NC(=O)CCC(=O)Nc2nnc(C(C)C)s2)c1	0	-7	-5	-7	1	1	18	-5	-15	-1	7
O=C(N=Nc1c(O)[nH]c2ccc(Br)cc12)c1ccccc1-n1cccc1	-3	-2	26	11	9	20	26	8	-37	7	27
CCc1nc2c(OCc3c(C)noc3C)cccn2c1N(C)C(=O)C(C)C	11	·	·	·	1	-9	5	-5	·	·	4
O=C(Nc1cc(C(F)(F)F)ccc1-n1cncn1)c1ccc([N+](=O)[O-])o1	17	0	-6	-19	-1	24	19	16	-7	18	41
COc1cc(/C=C/c2cc(OC(C)=O)c3ccccc3n2)c(OC(C)=O)c([N+](=O)[O-])c1	1	2	-1	3	-3	7	-9	-2	6	-19	-14
CC(=O)c1c(C)oc2ccc(NS(=O)(=O)c3cccs3)cc12	13	4	-2	-8	-4	-4	4	2	1	-1	-4
COc1ccc(Cl)cc1NC(=O)CN1C(=O)NC(C)(Cc2ccc(OC)c(OC)c2)C1=O (centres undefined)	-3	-10	6	-4	3	-19	-6	5	11	-12	19
COc1ccc2c(C)nc(Nc3nc(-c4ccccc4)cc(=O)[nH]3)nc2c1	6	-12	-13	-143	-16	41	58*	5	-20	7	9
COC(=O)c1ccc(COC(=O)c2cnc(Cl)c(Cl)c2)cc1	-33	-25	-10	1	-89	1	-76	-3	9	-24	1
CC(=O)c1ccccc1NC(=O)COC(=O)CSCC(=O)Nc1cc(C)on1	-17	-3	9	-4	-6	4	-8	-2	-5	-3	-20
Cc1nc(SCC(=O)N2CCOCC2)c2ccsc2n1	10	3	17	7	4	10	3	1	15	16	-13
COc1cccc(N2CC(C(=O)NC3CCCCC3)CC2=O)c1 (centres undefined)	-8	-2	12	-1	-1	2	-7	-6	13	-12	-11
O=C(CSc1ccc(-c2ccc(F)cc2)nn1)NCCc1ccccc1	2	0	9	4	-10	3	10	-2	13	-32	0
Nc1cc(N)c2c(c1)C(=O)c1ccccc1-2	-3	-27	11	-1	-6	-15	-28	-4	-2	12	-11
S=C(Nc1ccccc1)c1nc2ccccc2s1	-51	-7	-7	-36	-71	8	-53	-7	-20	-37	-71
CC[C@H](C)C(C(=O)N1CCN(C(=O)OC(C)(C)C)CC1)n1cc(C(Cc2ccc(O)cc2)NC(=O)OC(C)(C)C)nn1 (some centres undefined)	9	-5	-5	-1	-1	11	-9	-3	12	14	-2
O=C(c1ccc2c(c1)OCCO2)N(c1ccccn1)C1CCCCC1	4	6	-13	1	-7	-23	5	2	4	13	0
CCCCN1CCS(=O)(=O)N(Cc2ccccc2Br)CC(C(=O)OC)C1 (centres undefined)	-21	-10	-5	5	-6	0	8	0	13	3	6
Cc1cc(Cl)cc(C)c1OCCOCCNCc1ccccc1	-11	3	1	-6	9	3	-46	5	8	10	15
Cc1nn(-c2ccc(Cl)c(Cl)c2)c(=O)c2ccccc12	-14	2	-21	-32	-13	1	·	-24	4	-19	-14
COc1ccccc1C(=O)COC(=O)CNS(=O)(=O)c1ccc(C)cc1	-1	-2	-1	-3	-15	6	-10	17	-12	9	12
Cc1ccc(CCSc2ccc(C(C)C)cc2)cn1	4	-8	-4	-1	1	11	-51	-16	-8	12	-2
O=C(O)[C@@H]1CSC2c3ccccc3C(=O)N21 (some centres undefined)	-5	-1	-4	5	-1	-6	-7	-8	7	-23	-7
CC(=O)c1ccc(N2CCN(C(=O)CNS(=O)(=O)c3ccc4c(c3)OCCCO4)CC2)c(F)c1	-16	9	14	2	11	21	2	-9	-23	-11	21
COc1ccc(NC(=O)c2cc(Br)ccc2Cl)c([N+](=O)[O-])c1	-6	-2	-2	1	4	5	-7	1	2	-21	18
CC(C)(C)NC(=O)NC(=O)COC(=O)c1ccco1	-2	1	-10	-1	4	5	9	-12	4	3	-11
COC(=O)C1=CN(CCOC23CC4CC(CC(C4)C2)C3)C=C(C(=O)OC)C1c1ccsc1	23	0	-3	15	-2	11	11	-7	15	28	2
CCC(C(=O)O/N=C(\N)c1ccc(C)cc1)c1ccccc1 (centres undefined)	-4	-11	·	-30	4	72*	-34	0	4	-13	16
Cc1nc(Cl)sc1C(=O)Nc1ccccc1	9	8	·	3	0	3	-8	-7	-29	-5	-1
CNC(=S)N/N=C(\C)c1ccccc1	10	-6	?	-1	-5	-4	-2	-9	6	-2	18
Cc1ccc2[nH]c3c(=O)n(CC(=O)NCCCN(C)Cc4ccccc4)ncc3c2c1	-2	5	3	19	-14	6	1	3	7	11	9
O=C(c1ccc(S(=O)(=O)NCc2ccco2)cc1)N1CCN(Cc2ccccc2F)CC1	20	5	-5	9	-3	-6	-2	-5	15	9	14
CC(NC(=O)CCNC(=O)c1ccc(Br)cc1)c1ccc(S(N)(=O)=O)cc1 (centres undefined)	7	-7	1	-5	-4	-1	5	-1	5	16	15
NC(=O)[C@H]1CC2(CC(c3cccc(NC(=O)CC(c4ccccc4)c4ccccc4)c3)=NO2)CN1C(=O)c1ccccc1C(=O)c1ccccc1 (some centres undefined)	2	-1	-4	28	-7	0	19	-3	8	-23	-15

Continuation.
compound	NCOA3 inh	TLR9-MyD88 block	Vif imaging	EBV LMP1 NFkB	NCOA1 inh	TRAIL sens C8	TROY NFkB inh	NOD2 RIPK2 PPI	COUP-TFII inh	SRC2 inh	LRH-1 inv ag
CCCCn1c(O)c(N=NC(=O)c2ccccc2NS(=O)(=O)c2cccs2)c2ccccc21	7	-3	-5	5	6	4	22	-9	8	-23	-5
COc1ccccc1Nc1nc(N)nc(CSC(=S)N2CCC(C)CC2)n1	-3	4	-6	-2	-10	0	-6	-6	-10	-2	2
COc1ccc(NC(=O)N2C[C@H]3CON(C)[C@H]3C[C@H]2c2ccc(N3CCCCC3)cc2)cc1	13	·	7	·	3	2	-1	-5	8	1	18
Cc1nc(NC(=O)c2cc3ccccc3o2)sc1C	-68	1	6	-14	-100	54*	22	3	-50	-17	-120
O=C(NCc1cccnc1)/C(=C\c1ccc(-c2cccc(Cl)c2)o1)S(=O)(=O)c1ccccc1	82*	13	1	-2	6	17	78*	35*	42*	63*	68
CCN1CCN(C(=O)c2ccccc2NS(=O)(=O)c2ccc(Cl)cc2)CC1	3	1	-1	-20	0	-1	30	-2	10	8	-2
COc1ccc(C(=O)Nc2ccccc2C(=O)N2CCOCC2)cc1Br	8	15	-5	-2	9	-18	8	-1	16	-12	2
Cc1ccc(S(=O)(=O)NCCCCCC(N)=O)cc1	8	-2	19	-2	0	-3	-6	-15	12	-6	-18
CCn1c(SCc2cccc(C(=O)O)c2)nnc1-c1ccccc1	-14	-2	-5	6	-22	-1	-34	5	2	-6	-12
